High-throughput results from PubChem.
TPT1 inh: Candida albicans TPT1 enzyme inhibitors, primary screen, biochemical, fluorescence polarization; tRNA 2'-phosphotransferase TPT1 (Candida albicans SC5314); recombinant caTPT1, FP RNA substrate dephosphorylation; inhibition, % at 5 µM; hit rate 0.81% among 300,000;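 active = inhibition above the mean of all tested compounds plus 3 SD, set per screening campaign, cut at about 24% in these data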;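 also: plate controls were DMSO alone for no effect and ferristatin control at 100 nM for full effect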
core dimer inh: inhibitors of HCV core protein dimerization, primary screen, biochemical, TR-FRET, high-throughput. TR-FRET GST/Flag-core106 dimerization, 1536-well. inhibition, % at 5 µM. hit rate 0.33% among 300,000;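 active = inhibition above the mean of all tested compounds plus 3 SD, set per screening campaign, cut at about 45% in these data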
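Assay system: Tagged HCV core106 pair (GST and Flag) | Buffer or medium: KF-containing HEPES buffer, pH 7.45, DTT, CHAPS, BSA | Also added: Eu donor and XL665 acceptor anti-tag antibodies | Dosing: One concentration, 5 µM, in 0.5% DMSO | Timing: 4 h at 22.5 °C | Technique: TR-FRET 671 and 617 nm emission | Repeats: Singlicate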
PP1 inh: PP1-alpha phosphatase inhibitors, primary screen, counter-screen for PP5 inhibitor project, biochemical, fluorescence, OMFP substrate, single point; purified PP1alpha; inhibition, % at 6.7 µM; hit rate 0.9% among 320,000; AID 2235, 2010;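 active = inhibition above the mean inhibition of all tested compounds plus 3 SD, computed separately for each screening campaign, cut at about 15% in these data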
Target sequence (P62136 whole entry, looked up): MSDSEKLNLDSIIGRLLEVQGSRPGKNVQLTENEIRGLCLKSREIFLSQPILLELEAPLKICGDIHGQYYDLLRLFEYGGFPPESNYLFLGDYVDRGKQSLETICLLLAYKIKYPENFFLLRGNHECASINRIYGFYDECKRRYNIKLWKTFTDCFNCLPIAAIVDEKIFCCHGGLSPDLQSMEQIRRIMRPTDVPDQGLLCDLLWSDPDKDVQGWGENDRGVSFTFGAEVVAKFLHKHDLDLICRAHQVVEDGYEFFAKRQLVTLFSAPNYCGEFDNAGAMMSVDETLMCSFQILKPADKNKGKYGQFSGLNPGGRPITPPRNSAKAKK
Efflux pump inh: inhibitors of Candida efflux pumps in yeast, primary screen, S. cerevisiae, Nile Red, multiplex. S. cerevisiae Candida pump triplex. hit rate 0.44% among 330,000. AID 485275, 2010. inhibition, % at 10 µM;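 active = plate passing quality check with inhibition over a set limit, or well fluorescence over plate mean plus 4 SD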;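 also: Nile Red retained in pooled yeast measured as flow cytometry median fluorescence; 0% = buffer negative control and 100% = Enniatin B positive control; higher means more Nile Red kept so more efflux inhibition; some compounds called inactive have numbers as strong as hits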
ZTA counter: ZTA (EBV) inhibition in EBNA-1 counter-screen; P03206; ZTA-DNA binding, fluorescence polarization; inhibition, % at 11 µM; hit rate 0.15% among 320,000; in the data active = inhibition above about 33%
EBNA-1 inhibitor: EBNA-1 DNA-binding inhibitors, primary screen, biochemical, fluorescence polarization; inhibition, % at 14.8 µM; hit rate 0.34% among 300,000; in the data active = inhibition above about 28%
CTSL1 counter: Fasciola hepatica cathepsin L1 inhibitors, primary screen, counter-screen for PFM18AAP inhibitor project, biochemical, QFRET, fluorogenic peptide substrate. recombinant F. hepatica cathepsin L1, Z-Leu-Arg-MCA fluorescence. inhibition, % at 5.96 µM. hit rate 0.49% among 300,000;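 active = inhibition above the mean of all tested compounds plus 3 SD, set per screening campaign, cut at about 17% in these data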;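 also: 0% = plate median of test compound wells and 100% = 1 µM Z-Phe-Ala-diazomethylketone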
PREPL inhibitor: PREPL enzyme inhibitors, primary screen, biochemical, fluorescence polarization; Prolyl endopeptidase-like (Homo sapiens), Q4J6C6; recombinant PREPL, fluorescence polarization activity-based probe; inhibition, % at 5.96 µM; hit rate 0.68% among 320,000; in the data active = inhibition above about 43%;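 also: 0% = enzyme with DMSO and 100% = wells lacking enzyme; many of its hits are not listed in these tables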
PP5 inh: PP5 phosphatase inhibitors, primary screen, biochemical, fluorescence; purified PP5c, OMFP substrate fluorescence; Serine/threonine-protein phosphatase 5 (Homo sapiens), P53041; hit rate 0.18% among 320,000; inhibition, % at 6.7 µM;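 active = inhibition above the campaign's mean inhibition across all tested compounds plus 3 SD, cut at about 9.5% in these data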;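 also: 0% = DMSO only and 100% = 100 µM cantharidin control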
Target sequence (P53041 whole entry, looked up): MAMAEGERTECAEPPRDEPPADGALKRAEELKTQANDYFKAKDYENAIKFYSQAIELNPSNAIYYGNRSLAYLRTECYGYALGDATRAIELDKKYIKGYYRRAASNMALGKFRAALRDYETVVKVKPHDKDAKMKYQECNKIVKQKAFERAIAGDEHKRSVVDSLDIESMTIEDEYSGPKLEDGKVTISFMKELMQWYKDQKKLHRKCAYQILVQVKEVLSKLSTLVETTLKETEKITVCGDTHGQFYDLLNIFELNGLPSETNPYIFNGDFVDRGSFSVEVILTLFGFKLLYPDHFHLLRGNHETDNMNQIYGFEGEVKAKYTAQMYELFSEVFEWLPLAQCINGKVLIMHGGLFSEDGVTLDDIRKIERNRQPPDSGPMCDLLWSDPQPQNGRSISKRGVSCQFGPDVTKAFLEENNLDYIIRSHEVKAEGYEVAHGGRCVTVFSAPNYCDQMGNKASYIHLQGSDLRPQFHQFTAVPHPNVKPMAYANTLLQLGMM
Active calls of the source: *; nt = no result given.

structure,TPT1 inh,core dimer inh,PP1 inh,Efflux pump inh,ZTA counter,EBNA-1 inhibitor,CTSL1 counter,PREPL inhibitor,PP5 inh
C/C(=N/NC(=O)c1ccc2c(c1)OCO2)c1cccc(NC(=O)C(C)(C)C)c1,0,-8,2,-0.1,-5,1,0,11,1.7
COc1ccc2cc3c(N)nn(C(=O)Cc4ccccc4OC)c3nc2c1,-1,4,5,-0.2,16,6,2,7,0.3
O=[N+]([O-])c1ccc(Nc2ccc3ccccc3c2)nc1,8,-1,2,-0.1,-10,-9,1,33,5.1
Cc1ccc(Nc2nc(CSc3nnc(-c4ccncc4)n3C)cs2)cc1,0,7,1,0.2,-5,-8,-4,42,-1.4
COc1n[nH]c2nncnc12,-2,-5,0,-0.1,-9,-5,3,8,0.7
COc1ccc(COc2ccsc2C(=O)Nc2ccc(Cl)c(Cl)c2)cc1,3,5,-3,0.2,0,-5,1,11,0.5
CCN(CC)S(=O)(=O)c1cccc(-c2n[nH]c(=S)n2C)c1,-2,-4,-3,0.1,8,-6,-2,0,2.8
Cc1nn(CC(=O)OCC(=O)NC(C)c2ccccc2)c(C)c1[N+](=O)[O-] (stereo not given),1,-4,1,-0.1,14,12,5,-1,-1.6
CC(C)[C@H]1COCCS(=O)(=O)N1Cc1ccccc1,-1,-1,2,0.1,4,-11,3,-4,0.4
COc1ccc(N2CCN(C(c3cccs3)C(C)NC(=O)C(=O)N3CCCC3)CC2)cc1 (stereo not given),-3,-1,0,-0.2,-2,-2,0,14,2.6
COc1cc2c(cc1OC)CN(C(C)C(=O)Nc1ccc(NC(C)=O)cc1)CC2 (stereo not given),-3,0,-2,0.0,8,8,-2,-1,0.9
CCOC(=O)c1cccc(S(=O)(=O)N2CCOCC2)c1,4,0,-3,-0.2,0,1,-2,-2,3.1
COc1cc(/C=N/NC(=O)c2cccnc2)ccc1OCC(=O)Nc1c(C)cc(C)cc1C,-2,-2,-2,0.1,12,-4,1,-3,1.6
O=c1oc(-c2cc3ccccc3o2)nc2sc3c(c12)CCCC3,2,6,-2,-0.1,2,5,2,26,1.5
CC1Cc2ccccc2N1C(=O)CCS(=O)(=O)c1ccc2c(c1)NC(=O)CS2 (stereo not given),5,-5,-1,0.0,-1,0,3,-1,1.6
O=C(CC1C(=O)NCCN1Cc1ccccn1)NCCc1ccccc1F (stereo not given),-14,0,-13,0.1,-10,-7,13,15,-1.4
C/C(=N\NC(=O)c1cccnc1)c1ccc(C)c([N+](=O)[O-])c1,2,-3,-2,-0.1,-2,4,1,0,0.6
Cc1ccc(NC(=S)N2CCN(C(=O)c3ccccc3)CC2)c(C)c1,3,-2,-2,-0.1,-2,-5,-2,-10,-0.7
O=C(COc1ccc(Cl)cc1)NCc1nnc(SCC(=O)NCC2CCCO2)o1 (stereo not given),-1,-2,-1,-0.1,2,13,-3,1,2.6
Cn1cc(CNC(=O)C2c3ccccc3Oc3ccccc32)cn1,-1,3,-1,0.0,-7,-10,-2,1,1.0

Record cards, as listed above. Order of screens: TPT1 inh | core dimer inh | PP1 inh | Efflux pump inh | ZTA counter | EBNA-1 inhibitor | CTSL1 counter | PREPL inhibitor | PP5 inh
CCOC(=O)c1cccc(S(=O)(=O)N2CCOCC2)c1 is entered as 4 | 0 | -3 | -0.2 | 0 | 1 | -2 | -2 | 3.1
O=C(CC1C(=O)NCCN1Cc1ccccn1)NCCc1ccccc1F (stereo not given) is entered as -14 | 0 | -13 | 0.1 | -10 | -7 | 13 | 15 | -1.4
C/C(=N/NC(=O)c1ccc2c(c1)OCO2)c1cccc(NC(=O)C(C)(C)C)c1 is entered as 0 | -8 | 2 | -0.1 | -5 | 1 | 0 | 11 | 1.7
COc1ccc2cc3c(N)nn(C(=O)Cc4ccccc4OC)c3nc2c1 is entered as -1 | 4 | 5 | -0.2 | 16 | 6 | 2 | 7 | 0.3
O=c1oc(-c2cc3ccccc3o2)nc2sc3c(c12)CCCC3 is entered as 2 | 6 | -2 | -0.1 | 2 | 5 | 2 | 26 | 1.5

Carrying on:
structure,TPT1 inh,core dimer inh,PP1 inh,Efflux pump inh,ZTA counter,EBNA-1 inhibitor,CTSL1 counter,PREPL inhibitor,PP5 inh
COC(=O)c1cccc(NC(=O)CSc2nc(=O)cc(N)n2-c2ccccc2)c1,3,5,9,0.0,11,1,-4,-4,2.8
COc1ccc(N2CCN(C(=S)Nc3ccc(C)cc3)CC2)cc1,-3,-1,-3,0.1,4,0,-2,9,0.0
CCOCCCn1cnc2c([nH]c3cc(OC)ccc32)c1=O,-2,1,-2,0.0,-9,-6,3,12,-0.9
CCOC(=O)Cn1nnnc1C(CC)N(Cc1cc2ccc(C)cc2[nH]c1=O)C1CCCC1 (stereo not given),1,2,-7,0.0,-1,-1,2,-1,4.6
Cc1ccc(OCc2ccc(C(=O)Nc3nc4ccccc4n3C)o2)c([N+](=O)[O-])c1,-5,10,-4,0.0,-9,-12,4,-6,1.7
CCOC(=O)c1sc(NC(=O)CSc2nc3c(c(-c4ccc(OC)cc4)c2C#N)CCCC3)c(C#N)c1C,4,-9,-5,-0.3,-5,3,-2,-2,1.2
O=C(Nc1nnc(COc2ccc(Cl)cc2)s1)C1CCCO1 (stereo not given),-1,-1,0,0.0,11,7,-1,-7,-0.5
O=C(CSc1ccc(Br)cc1)NC1CCS(=O)(=O)C1 (stereo not given),0,1,-1,0.3,7,-6,0,9,2.2
O=C(O)c1cccc(NC(=S)N/N=C/c2ccccn2)c1,-6,11,-1,-0.1,11,10,3,4,-0.8
C/C(=N\NC(=O)CC1N=C(Cc2ccccc2)NNC1=O)c1ccc(C)cc1 (stereo not given),1,2,-2,0.0,17,18,0,-1,-0.9
Cn1ccc(NC(=O)Nc2ccc(Cl)cc2)n1,-2,3,-4,0.0,9,2,-1,-5,0.5
C/C(=N\Nc1ccc(S(=O)(=O)N2CCOCC2)cc1[N+](=O)[O-])C(C)C,4,0,-2,0.0,16,2,-1,7,0.5
O=C(NC1CC2CCCC(C1)N2Cc1ccco1)NC12CC3CC(CC(C3)C1)C2 (stereo not given),-4,-3,0,-0.2,16,3,4,19,0.6
O=C(CN1CCN(c2ccccc2)CC1)Nc1cccc([N+](=O)[O-])c1,-2,-4,2,0.1,2,-6,2,33,2.5
CCOc1ccc(/C=C2\CCCc3c2nc2ccccc2c3C(=O)O)cc1OC,-62,4,-17,0.9,2,2,3,19,-4.2
COc1ccc(OC)c(/C=N/NC(=O)c2cc(-c3ccc(C)o3)nc3ccccc23)c1,-3,25,3,-1.2,2,18,0,-5,2.7
CN(CCO)S(=O)(=O)c1ccc2c(c1)C(=NNC(N)=O)c1cc(S(=O)(=O)N(C)CCO)ccc1-2,-3,-7,1,0.2,-14,-7,7,0,0.7
O=C(NCc1ccccc1CN1CCCC1)c1cc2ccccc2o1,nt,nt,3,0.3,5,nt,nt,20,-0.7
O=C1c2ccccc2C(=O)N1CC(=O)N1c2ccccc2CCc2ccccc21,-5,36,3,-0.1,-4,4,2,0,-0.2
O=C(NNC1=C(C(=O)C(F)(F)F)CCC1)c1cccnc1,-1,-5,-3,0.2,3,-11,-1,1,0.9

The closing 2 records of the part before come first, to join the parts:
structure,TPT1 inh,core dimer inh,PP1 inh,Efflux pump inh,ZTA counter,EBNA-1 inhibitor,CTSL1 counter,PREPL inhibitor,PP5 inh
O=C1c2ccccc2C(=O)N1CC(=O)N1c2ccccc2CCc2ccccc21,-5,36,3,-0.1,-4,4,2,0,-0.2
O=C(NNC1=C(C(=O)C(F)(F)F)CCC1)c1cccnc1,-1,-5,-3,0.2,3,-11,-1,1,0.9
O=C(Nc1ccc(Br)cn1)c1cccc(-c2cc3ccccc3oc2=O)c1,-2,-1,8,0.1,-8,22,-1,8,-1.9
Cc1nc(CCNC(=O)CC2C(=O)NCCN2Cc2ccoc2)nc2c1CCCC2 (stereo not given),-1,9,-5,0.1,17,7,0,6,-1.2
COc1ccc(-c2nn(-c3ccccc3)cc2C(=O)O)cc1N,-2,-8,-1,-0.1,5,3,-5,1,0.4
Cn1c(C(F)(F)F)nc2c(=O)oc3ccccc3c21,1,0,0,-0.1,10,-1,-4,-11,-2.5
COc1ccc(-c2cc(=NC(CC(C)C)C(=O)O)c3cc(C)ccc3o2)cc1 (stereo not given),-2,5,0,-0.3,4,6,9,5,0.4
CCOC(=O)c1c(-c2cccc([N+](=O)[O-])c2)cn2ccccc12,2,1,0,0.1,-8,-14,0,10,1.4
CCOC(=O)N1CCC(N(CCOC)C(=O)Nc2ccc(C)c(C)c2)CC1,0,-3,-1,0.1,3,0,0,0,1.8
C=CCOc1cccc(CNn2nnnc2N)c1,0,-5,-1,0.0,-7,-10,4,0,3.3
Cc1ccc(NC(=O)CCC(=O)NNC(=O)c2cccs2)c(C)c1,-2,-1,0,0.0,10,-4,2,13,0.5
CCc1ccc2nc(N)sc2c1,0,2,-6,0.1,4,6,2,0,0.6
Cn1c(CN2CCOCC2)nc2cc(NC(=O)c3ccccc3Cl)ccc21,-1,-2,-2,0.0,1,-3,-2,7,0.5
N#Cc1c(-c2ccccc2)ccn(Cc2cccc(Cl)c2)c1=O,-4,14,-2,0.0,14,6,3,11,1.9
CCCc1nc(SCC(=O)Nc2nccs2)c2ccccc2n1,1,0,-3,-0.4,-1,6,1,1,-1.3
COc1ccccc1CCNC(=O)Cn1ccc2cc(S(=O)(=O)N3CCCC3)ccc21,1,1,-1,0.1,2,-18,-1,5,-0.3
COc1ccc(CCNC(=O)c2ccc(CNS(=O)(=O)c3ccc(C(C)(C)C)cc3)cc2)cc1OC,-2,7,0,0.5,4,-9,-4,-10,-5.1
COc1ccc(C(=O)NC(=S)Nc2ccc(N3CCCC3)cc2)cc1OC,2,5,3,6.7*,4,-4,-4,6,2.6
COCCn1cnnc1SCC(=O)Nc1cccc(S(=O)(=O)N(C)c2ccccc2)c1,-1,-1,-2,0.0,-14,2,0,1,-2.1
Cc1cc2oc(C(=O)N3CCN(Cc4ccccc4)CC3)c(C)c2cc1C,-1,2,-2,-0.1,-21,3,-3,-17,2.4
CCOC(=O)c1c(-c2ccccc2)csc1NC(=O)CSc1nc(N)cc(N)n1,-2,4,0,-0.4,6,9,-4,-32,1.5

An excerpt of these results, with each value named:
> COc1ccc(-c2nn(-c3ccccc3)cc2C(=O)O)cc1N
  TPT1 inh = -2 | core dimer inh = -8 | PP1 inh = -1 | Efflux pump inh = -0.1 | ZTA counter = 5 | EBNA-1 inhibitor = 3 | CTSL1 counter = -5 | PREPL inhibitor = 1 | PP5 inh = 0.4
> CCOC(=O)c1sc(NC(=O)CSc2nc3c(c(-c4ccc(OC)cc4)c2C#N)CCCC3)c(C#N)c1C
  TPT1 inh = 4 | core dimer inh = -9 | PP1 inh = -5 | Efflux pump inh = -0.3 | ZTA counter = -5 | EBNA-1 inhibitor = 3 | CTSL1 counter = -2 | PREPL inhibitor = -2 | PP5 inh = 1.2

Some of the compounds tested (hit frequency here may not be typical).
